14-3-3 PPI: alters human 14-3-3 gamma binding to Raf peptide | AID 422 | P61981 | actives 0.19% (n = 160,000) | inhibition, % at 40 µM | FP, 14-3-3gamma / TMR-pS259-Raf peptide binding; in the data active means inhibition above about 30%;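 further: 0% = protein plus tracer without compound and 100% = blank with tracer alone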
Target sequence (P61981 whole entry, looked up): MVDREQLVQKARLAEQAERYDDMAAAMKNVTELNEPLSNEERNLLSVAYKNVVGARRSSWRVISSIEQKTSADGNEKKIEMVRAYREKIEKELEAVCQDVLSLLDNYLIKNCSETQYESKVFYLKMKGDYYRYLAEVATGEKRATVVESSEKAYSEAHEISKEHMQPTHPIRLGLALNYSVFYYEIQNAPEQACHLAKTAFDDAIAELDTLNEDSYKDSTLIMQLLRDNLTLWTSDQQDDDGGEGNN
* = called active by the depositor; & = joins results of further samples.

Screening CCOc1cc2c(cc1OCC)C1C(C(=O)NCCC(C)C)c3ccccc3C(=O)N1CC2 (stereo not given) returned 14-3-3 PPI -0.4.
`COC(=O)CCn1nnc(-c2ccc(C)cc2)n1` gave 14-3-3 PPI -0.6.
Cc1nc2c3cnn(-c4ccccc4)c3ncn2n1 was read as 14-3-3 PPI -7.1.
O=[N+]([O-])c1cncc([N+](=O)[O-])c1Nc1ccccc1Cl was read as 14-3-3 PPI -1.1.
CC1CCN(S(=O)(=O)c2ccc3c(c2)c(=O)c(C(=O)N2CCCCC2)cn3C)CC1 was read as 14-3-3 PPI -1.9.
`CCOc1cc2[nH]c(=S)n(CCCC(=O)N3CCCCCC3)c(=O)c2cc1OCC` gave 14-3-3 PPI -6.2.
`Cc1cc(OCC(=O)Nc2cccc(F)c2)ccc1Br` gave 14-3-3 PPI 5.7.
Screening Cc1ccc(-n2c(Cc3ccccc3)nc3c(cnn3-c3ccccc3)c2=O)cc1C returned 14-3-3 PPI -61.6.
Screening O=C(CCC1CCCCC1)Nc1ccc(S(=O)(=O)Nc2ncccn2)cc1 returned 14-3-3 PPI 4.4.
For CC(=O)N1c2c(cc(Br)cc2S(=O)(=O)Nc2cccc(C(F)(F)F)c2)CC1C (stereo not given) the results were 14-3-3 PPI -2.0.
`CS(=O)(=O)Nc1ccc(Cc2ccc(NS(C)(=O)=O)cc2)cc1` gave 14-3-3 PPI -1.7.
`Cc1cc(C)cc(OCC(=O)NCCc2nc3ccccc3[nH]2)c1` gave 14-3-3 PPI -49.9.
`CCCC(=O)Nc1ccc(NC(=O)c2ccccc2OC)cn1` gave 14-3-3 PPI -9.2.
COc1ccccc1C1CC(=O)C2=C(C1)NC(C)=C(C(=O)OC(C)C)C2c1cccc(OC)c1OC (stereo not given) was read as 14-3-3 PPI -3.9.
Screening O=C(COc1ncnc2ccccc12)N1CCN(S(=O)(=O)c2ccc(Cl)cc2)CC1 returned 14-3-3 PPI -4.1.
`O=C(CCn1c(=O)oc2ccccc21)N1CCOCC1` gave 14-3-3 PPI -4.3.
Screening O=C(CN1C(=O)C2C3C=CC(C3)C2C1=O)NCCN1CCCc2ccccc21 (stereo not given) returned 14-3-3 PPI -2.3&-5.6.
Screening Cc1ccccc1CSC1=NCCN1C(=O)Cc1ccc(Cl)cc1 returned 14-3-3 PPI 10.0.
Clc1cccc(Nc2c3c(nc4ccccc24)CCC3)c1 was read as 14-3-3 PPI -26.9.
`O=C(Nc1ccc(N2CCCCC2)cc1)c1ccc(Cl)c([N+](=O)[O-])c1` gave 14-3-3 PPI -8.9.
Screening COc1ccccc1NC(=O)Cn1cnc2sc(C(=O)N3CCOCC3)c(C)c2c1=O returned 14-3-3 PPI -12.4.
COC(=O)CCCCCN1C(=O)SC(=Cc2ccc(OC)cc2)C1=S was read as 14-3-3 PPI -218.1.
CC1=CCC2C(=O)N(c3ccc(Br)cc3C)C(=O)C2C1 (stereo not given) was read as 14-3-3 PPI 3.7.
CCOC(=O)CN1C(=O)C(C)(C)Oc2ccc(C(=O)Nc3ccccc3)cc21 was read as 14-3-3 PPI -6.4.
Screening O=C(CCCCCN1C(=O)c2ccccc2C1=O)Nc1cccc([N+](=O)[O-])c1 returned 14-3-3 PPI -20.8.
For CCOC(=O)C1=C(C)NC2=C(C(=O)CCC2)C1c1ccc(OC(C)=O)c(OC)c1 (stereo not given) the results were 14-3-3 PPI 2.5.
For CCCCCCC1(C)NC(=S)N(c2ccccc2)N1 (stereo not given) the results were 14-3-3 PPI -8.7.
Screening O=C1C2C3c4ccccc4C(C(=O)O)(c4ccccc43)C2C(=O)N1c1ccccc1Cl (stereo not given) returned 14-3-3 PPI -5.1.
For O=C(CCSc1nnc(-c2ccco2)o1)Nc1ccc(Cl)cc1 the results were 14-3-3 PPI 4.2.
COc1cc(OC)c(-c2nn3c(C4CCCCC4)nnc3s2)cc1OC was read as 14-3-3 PPI -13.3.
Screening COc1cccc(C(=O)Oc2cc3c4c(c2)C(C)=CC(C)(C)N4C(=O)C3=O)c1 returned 14-3-3 PPI -0.3.
O=C(Oc1ccc(Cl)cc1)c1ccc(N2C(=O)C3CCCCC3C2=O)cc1 (stereo not given) was read as 14-3-3 PPI 2.1.
`CCCOc1cc(-c2ccccc2)nc(-c2ccc(Br)cc2)n1` gave 14-3-3 PPI 0.2.
For O=C(COc1ccc([N+](=O)[O-])cc1)Nc1ccc(-c2nc3ncccc3o2)cc1 the results were 14-3-3 PPI -8.4.
Cc1ccc(N(C=NC#N)CC(=O)N2CCN(c3ccccc3)CC2)cc1 was read as 14-3-3 PPI 2.3.
Screening COc1ccc(N2C(=O)C3C(c4ccccc4C)OC4(C(=O)c5ccccc5C4=O)C3C2=O)cc1 (stereo not given) returned 14-3-3 PPI -3.8.
For CCN1CCN(C(=O)CN(c2ccccc2C)S(C)(=O)=O)CC1 the results were 14-3-3 PPI -0.3.
COC(=O)COc1ccc2oc(C)c(C(=O)OC)c2c1 was read as 14-3-3 PPI 3.2.
For Cc1ccc(S(=O)(=O)c2nc(-c3ccco3)oc2SCC(=O)c2ccc(Cl)cc2)cc1 the results were 14-3-3 PPI -50.5.
`O=C(CSc1nc2cccnc2n1Cc1ccccc1)NCc1ccco1` gave 14-3-3 PPI -5.1.
`CCc1ccc(NC(=O)Cn2c(=O)n(CCC(=O)N3CCc4ccccc4C3)c(=O)c3ccccc32)cc1` gave 14-3-3 PPI 0.8.
`CCCCN(C)S(=O)(=O)c1ccc(C(=O)N=c2sc3cccc(C)c3n2C)cc1` gave 14-3-3 PPI -3.3.
For CC(=O)c1ccc(N2CCN(C(=O)C3CCN(S(=O)(=O)c4cccs4)CC3)CC2)cc1 the results were 14-3-3 PPI -9.2.
O=C(NC1CCCC1)C1c2ccccc2C(=O)N1Cc1ccccc1Cl (stereo not given) was read as 14-3-3 PPI -4.3.
`CCOc1cccc(C(=O)Nc2cc3nn(-c4ccc(C)cc4)nc3cc2C)c1` gave 14-3-3 PPI 8.3.
Cc1cc(C)c(C#N)c(SCS(=O)Cc2ccccc2)n1 (stereo not given) was read as 14-3-3 PPI -2.0.
For CCOC(=O)c1c(-c2ccc(F)cc2)csc1NC(=O)c1c(-c2ccccc2Cl)noc1C the results were 14-3-3 PPI -5.3.
`CCc1ccc(S(=O)(=O)N2CC(=O)Nc3ccccc32)cc1` gave 14-3-3 PPI 10.7.
For COc1ccc(OC)c(C2CC(=O)c3c([nH]c(C(=O)OC(C)C)c3C)C2)c1 (stereo not given) the results were 14-3-3 PPI -1.8.
COc1ccc(C2C(C(=O)N3CCC(C)CC3)c3cc(OC)c(OC)cc3C(=O)N2C)cc1OC (stereo not given) was read as 14-3-3 PPI -3.9.
`Cc1ccc(CCN2CC(C(=O)N3CCN(c4ccc(F)cc4)CC3)CC2=O)cc1` (stereo not given) gave 14-3-3 PPI -10.5.
`O=C(NC1CCCCCC1)C1CCN(S(=O)(=O)c2ccc(F)cc2)CC1` gave 14-3-3 PPI -0.9.
Screening C=CCN1C(=O)CC(C(=O)Nc2ccc(C(=O)OC)cc2)SC1=Nc1ccc(Cl)cc1 (stereo not given) returned 14-3-3 PPI -14.3.
CCSc1oc(-c2ccccc2)nc1S(=O)(=O)c1ccccc1 was read as 14-3-3 PPI -39.0&-139.6.
For COc1ccc(S(=O)(=O)N2CCN(Cc3cc(Br)ccc3OC)CC2)cc1 the results were 14-3-3 PPI 10.1.
For O=C(NCCc1csc(-c2cccnc2)n1)c1ccco1 the results were 14-3-3 PPI 2.7.
For COc1ccc(Nc2ncnc3c2cnn3-c2ccc(C)cc2)cc1OC the results were 14-3-3 PPI 0.7.
CCOc1cc2[nH]c(=O)n(Cc3cccc(OC)c3)c(=O)c2cc1OCC was read as 14-3-3 PPI 0.2&-7.2.
CCOC(=O)c1nc2nc(C)cc(=O)n2[nH]1 was read as 14-3-3 PPI 1.4&-7.4.
`CCn1c(C2CC(=O)N(c3cc(C)cc(C)c3)C2)nc2ccccc21` (stereo not given) gave 14-3-3 PPI -0.1.

By substructure, those above with a Cl atom (twelve)
O=[N+]([O-])c1cncc([N+](=O)[O-])c1Nc1ccccc1Cl was read as 14-3-3 PPI -1.1.
Screening O=C(COc1ncnc2ccccc12)N1CCN(S(=O)(=O)c2ccc(Cl)cc2)CC1 returned 14-3-3 PPI -4.1.
Screening Cc1ccccc1CSC1=NCCN1C(=O)Cc1ccc(Cl)cc1 returned 14-3-3 PPI 10.0.
Clc1cccc(Nc2c3c(nc4ccccc24)CCC3)c1 was read as 14-3-3 PPI -26.9.
`O=C(Nc1ccc(N2CCCCC2)cc1)c1ccc(Cl)c([N+](=O)[O-])c1` gave 14-3-3 PPI -8.9.
Screening O=C1C2C3c4ccccc4C(C(=O)O)(c4ccccc43)C2C(=O)N1c1ccccc1Cl (stereo not given) returned 14-3-3 PPI -5.1.
For O=C(CCSc1nnc(-c2ccco2)o1)Nc1ccc(Cl)cc1 the results were 14-3-3 PPI 4.2.
O=C(Oc1ccc(Cl)cc1)c1ccc(N2C(=O)C3CCCCC3C2=O)cc1 (stereo not given) was read as 14-3-3 PPI 2.1.
For Cc1ccc(S(=O)(=O)c2nc(-c3ccco3)oc2SCC(=O)c2ccc(Cl)cc2)cc1 the results were 14-3-3 PPI -50.5.
O=C(NC1CCCC1)C1c2ccccc2C(=O)N1Cc1ccccc1Cl (stereo not given) was read as 14-3-3 PPI -4.3.
For CCOC(=O)c1c(-c2ccc(F)cc2)csc1NC(=O)c1c(-c2ccccc2Cl)noc1C the results were 14-3-3 PPI -5.3.
Screening C=CCN1C(=O)CC(C(=O)Nc2ccc(C(=O)OC)cc2)SC1=Nc1ccc(Cl)cc1 (stereo not given) returned 14-3-3 PPI -14.3.

Additional records
For COc1cc(OC)cc(-n2nc(C(=O)N3CCN(c4cccc(Cl)c4)CC3)c3ccccc3c2=O)c1 the results were 14-3-3 PPI -6.8.
For O=C(CCn1nc(-c2ccccc2)ccc1=O)N1CCN(c2ccccc2)CC1 the results were 14-3-3 PPI 0.0.
For Cc1c(/C(O)=C2\C(=O)C(=O)N(CCN(C)C)C2c2cccs2)cnn1-c1ccccc1 (stereo not given) the results were 14-3-3 PPI -4.3.
`CCn1cc(C2=NCC(C)O2)c2ccccc21` (stereo not given) gave 14-3-3 PPI -5.5.
Screening Cc1ccc(OC(=O)COc2ccc(Cl)cc2)cc1C returned 14-3-3 PPI -2.7.
Screening CCSCCOC(=O)C1=C(C)NC2=C(C(=O)C(C(=O)OC)C(C)C2)C1c1ccc(C)s1 (stereo not given) returned 14-3-3 PPI 4.0.
For COc1ccccc1C(=O)Nc1nc2c(s1)CCc1ccccc1-2 the results were 14-3-3 PPI -1.0.
Screening Cc1ncc2c(c1OCc1ccccc1)COP(=O)(c1ccccc1)OC2 (stereo not given) returned 14-3-3 PPI 0.2.
For CCCn1c(SCC(=O)Nc2sc(C)c(C)c2C(=O)OCC)nc2c1c(=O)n(C)c(=O)n2C the results were 14-3-3 PPI -7.5.
N#CC1=C(N)Oc2cc(O)ccc2C1c1cccs1 (stereo not given) was read as 14-3-3 PPI -9.1.
COc1ccc(N2C(=O)CSC2c2cccc([N+](=O)[O-])c2)cc1OC (stereo not given) was read as 14-3-3 PPI 6.1.
`CCCCCc1c(C)nc(Nc2nc(C)c3cc(OC)ccc3n2)[nH]c1=O` gave 14-3-3 PPI 3.9.
For COc1ccc(-c2c(C)oc3c(CN4CCN(CCO)CC4)c(O)ccc3c2=O)cc1OC the results were 14-3-3 PPI 2.4.
`O=C(Nc1ncc2c(n1)CC(c1ccccc1)CC2=O)c1ccco1` (stereo not given) gave 14-3-3 PPI -11.1.
CC1=Nc2ccccc2N=C(NC(=O)CSc2nc3ccccc3s2)C1c1ccccc1 (stereo not given) was read as 14-3-3 PPI 2.0.
For CCOc1ccc2nc(NC(=O)C3(S(=O)(=O)c4ccc(C)cc4)CC3)sc2c1 the results were 14-3-3 PPI -2.3.
For NCCCC(=O)N1CCN(c2ccc3ccccc3n2)CC1 the results were 14-3-3 PPI -4.3.
For O=C1C(=O)N(Cc2ccccc2Cl)c2ccccc21 the results were 14-3-3 PPI 1.4.
`Cc1cc(C)c(S(=O)(=O)Nc2ccc(O)c(C(=O)O)c2)c(C)c1` gave 14-3-3 PPI 6.9.
`C=C(C)Cn1c(CCCO)nc2ccccc21` gave 14-3-3 PPI -0.6.
Screening COc1ccc(S(=O)(=O)n2nc(OC(=O)c3c(-c4ccccc4Cl)noc3C)cc2N)cc1 returned 14-3-3 PPI -2.4.
Screening Cc1ccc(NC(=O)CSc2nnc3cc(C)c4ccccc4n23)cc1C returned 14-3-3 PPI -4.7.
Screening CC(=O)Nc1ccc(N2C(=O)c3ccc(C(=O)O)cc3C2=O)cc1 returned 14-3-3 PPI -10.5.
Nc1cc(-c2ccc(Br)cc2)nn1CC1CCCCC1 was read as 14-3-3 PPI -4.6.
Screening CCOc1ccc(N2C(=O)CC(Cc3ccc(Br)cc3)C2=O)cc1 (stereo not given) returned 14-3-3 PPI 2.0.
CCOC(=O)c1[nH]c2ccccc2c1NC(=O)c1c(-c2ccccc2Cl)noc1C was read as 14-3-3 PPI -2.5.
Screening CCc1ccccc1-n1cnc2cc(C(=O)O)ccc21 returned 14-3-3 PPI -4.3.
`C=C1c2cc(CC)ccc2NC(=O)N1c1ccc(C)cc1` gave 14-3-3 PPI -2.5.
CCn1cnc2sc(C(=O)Nc3cc(F)ccc3C)c(C)c2c1=O was read as 14-3-3 PPI 4.2.
Cc1ccccc1N1C(=O)C(Cl)=C(c2ccc(Cl)cc2)C1=O was read as 14-3-3 PPI 4.0.
`O=c1[nH]c(=S)[nH]c(O)c1C(c1cccs1)N1CCOCC1` (stereo not given) gave 14-3-3 PPI -175.4.
CC(NC(=O)c1cc2nc(-c3ccc([N+](=O)[O-])cc3)cc(C(F)(F)F)n2n1)c1ccccc1 (stereo not given) was read as 14-3-3 PPI -1.9.
CC(C)c1nc(N2CCN(C(=O)c3ccco3)CC2)c(C#N)c2c1COC(C)(C)C2 was read as 14-3-3 PPI -9.6.
Screening COC(=O)c1c(C)[nH]c(C(=O)CSc2cc(C)c3ccccc3n2)c1C returned 14-3-3 PPI -1.7.
Screening Cc1cc(N)c(O)c(-n2nc3ccccc3n2)c1 returned 14-3-3 PPI -2.8.
`Cc1ccc2oc(=O)c3cnn(CC(=O)NCCc4ccsc4)c3c2c1` gave 14-3-3 PPI -26.0.

Screening results as filed in PubChem.

Some of the compounds tested. The share of hits here may be higher or lower than overall.
